# DAGLB inhibitor – blocks human DAGLB lipase activity | Q8NCG7 | 340,000 tested, 0.059% active | inhibition, % at 5.17 µM | AID 504411 | HEK293T DAGLB membrane lysate, EnzChek fluorogenic substrate; in the data active = inhibition above about 34%;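 also: 0% = enzyme with vehicle and 100% = wells lacking enzyme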
# Target sequence (Q8NCG7 whole entry, looked up): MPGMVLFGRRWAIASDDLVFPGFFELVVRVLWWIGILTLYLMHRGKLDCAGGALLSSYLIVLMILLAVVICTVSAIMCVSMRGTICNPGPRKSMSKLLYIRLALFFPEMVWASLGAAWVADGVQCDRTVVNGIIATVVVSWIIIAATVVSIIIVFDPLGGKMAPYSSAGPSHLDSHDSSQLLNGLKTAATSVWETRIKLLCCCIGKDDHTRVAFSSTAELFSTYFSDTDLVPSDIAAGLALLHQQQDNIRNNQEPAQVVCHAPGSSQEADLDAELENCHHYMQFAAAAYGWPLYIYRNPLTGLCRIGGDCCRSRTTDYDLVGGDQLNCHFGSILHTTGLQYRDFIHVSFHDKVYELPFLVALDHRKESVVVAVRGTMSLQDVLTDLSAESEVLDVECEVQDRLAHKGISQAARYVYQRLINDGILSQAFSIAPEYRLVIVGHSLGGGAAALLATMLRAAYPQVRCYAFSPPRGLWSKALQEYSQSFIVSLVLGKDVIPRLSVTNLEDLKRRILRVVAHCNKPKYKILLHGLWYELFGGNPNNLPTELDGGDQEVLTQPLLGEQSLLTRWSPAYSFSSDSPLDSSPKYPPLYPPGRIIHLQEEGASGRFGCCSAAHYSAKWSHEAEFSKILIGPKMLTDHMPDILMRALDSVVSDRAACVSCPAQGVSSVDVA
# V-ATPase pHluor – alters yeast V-ATPase proton transport; S. cerevisiae, pHLuorin cytosolic pH fluorescence; response, % at 10 µM; 350,000 tested, 0.37% active; AID 504577; in the data active = response mostly above about 7.3%, no sharp cut-off; inactive = mostly below about 5.4%; also: actives read high; inactives centre near 0; some compounds called inactive have numbers as strong as hits; reference of the scale not given here
# CAL PDZ FP-1 – inhibitors of human CAL PDZ peptide binding; Q9HD26; purified CAL PDZ, TMR-peptide fluorescence polarization, 1 h; inhibition, % at 24.9 µM; 300,000 tested, 0.92% active; AID 602252;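 active = mean inhibition of at least 30% with at least half of replicates also reaching 30%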;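 also: 0% = DMSO neutral control and 100% = excess unlabeled competitor peptide PRC23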
# Cardiac RTF inh – cardiac RTF calcium desensitization. AID 493244. inhibition, % at 7.15 µM. P19429+P45379. 340,000 tested, 0.12% active. IANBD-labeled cardiac RTF, Ca2+ fluorescence;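 active = inhibition above the mean inhibition of all tested compounds plus 3 SD, cut at about 17% in these data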;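 also: assay run at fixed EC70 calcium of 1.6 mM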
# CAL PDZ FP-2 – inhibitors of human CAL PDZ peptide binding | inhibition, % at 20 µM | AID 504414 | 330,000 tested, 0.02% active | purified CAL PDZ, TMR-peptide fluorescence polarization, 1 h;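 active = highest replicate inhibition of at least 40%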;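 also: plate controls were DMSO neutral control wells for no effect and unlabeled competitor peptide control wells for full effect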
#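 Assay system – tagged CAL PDZ protein CerCALP, purified · Timing – 1 h at RT · Compound – single point, 20 µM · Measured by – fluorescence polarization from S- and P-plane intensities, G-factor corrected · Evaluation – inhibition from polarization loss · Probe or stimulus – TMR reporter peptide T*-PRC34 · Buffer or medium – pH 7.4 phosphate-saline buffer, reducing agent, detergent, IgG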
# NSD2 HMT inh – inhibitors of human histone methyltransferase NSD2. inhibition, % at 12.5 µM. 310,000 tested, 0.54% active. NSD2 peptide methylation, AlphaScreen, 120 min. O96028; in the data active = inhibition above about 50%
# C-LANA FP – KSHV C-LANA DNA binding inhibition; MBP-C-LANA/FAM-LBS DNA binding, fluorescence polarization; inhibition, % at 9 µM; 340,000 tested, 0.078% active; AID 504423;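 active = highest replicate inhibition at or above 60% at 9 µM, even if other replicates fall short; inactive = all replicates below 60% inhibition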;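 also: 0% = neutral control wells and 100% = 4 µM acridine orange control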
# Arrestin-AP2 inh – human beta-arrestin and AP2 interaction inhibition; FITC-arrestin peptide / GST-AP2 beads, flow cytometry; AP2 beta2 appendage carries R879A mutation; inhibition, % at 10 µM; 340,000 tested, 0.31% active;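 active = inhibition above a set limit, near 3 SD of compounds lacking own fluorescence, cut at about 54% in these data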;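 also: plate controls were DMSO wells for no effect and 5 µM unlabelled arrestin peptide for full effect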
#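 Test system: GST-tagged AP2 beta2-adaptin appendage (R879A) on 4 µm glutathione beads; also added: fluorescein-tagged arrestin peptide at 50 nM final; timing: 12 min plus 1 h, RT; signal: flow cytometry, FL1 (488/535 nm); read-out: percent drop in bead-associated FITC signal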
# Keap1 Nrf2 FP – disrupts human Keap1 binding to Nrf2 peptide. Keap1 Kelch-Nrf2 peptide fluorescence polarization, 1536-well. inhibition, % at 9.4 µM. 340,000 tested, 0.15% active. AID 504523; in the data active = inhibition above about 12%;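 also: human Keap1 Kelch domain with fluorescein labeled Nrf2 9mer peptide probe; 0% = neutral control wells and 100% = peptide positive control; higher means more block of Keap1 binding to Nrf2 peptide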
# DSG3 Ab inh – human desmoglein-3 autoantibody binding inhibition | P32926 | 310,000 tested, 0.48% active | binding (percent of control), % at 10 µM | AID 588358 | DSG3-coupled beads, scFv-anti-DSG3-GFP binding, flow cytometry; hits give low values;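 active = binding more than 3 SD below its plate's average and above zero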;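 also: hits lower antibody fragment binding to DSG3; some compounds called inactive have numbers as strong as hits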
# * marks the source's active call; other numbers are inactive results; . = no result given. Not all compounds are listed; the hit share may differ from the screen's.
SMILES,DAGLB inhibitor,V-ATPase pHluor,CAL PDZ FP-1,Cardiac RTF inh,CAL PDZ FP-2,NSD2 HMT inh,C-LANA FP,Arrestin-AP2 inh,Keap1 Nrf2 FP,DSG3 Ab inh
CC(C)CC(C(=O)OCC(=O)c1c(N)n(C)c(=O)n(C)c1=O)N1C(=O)C2CC=CCC2C1=O (centres undefined),2,2,2,-7,-2.2,.,-0.3,10,2,106
Cc1cccc(C)c1Nc1nnc(SC(C)C(=O)Nc2c(C)n(C)n(-c3ccccc3)c2=O)s1 (centres undefined),3,3,3,-2,-2.2,22,-0.3,.,3,87
CCOC(=O)C1CCCc2c1[nH]c1c(C(N)=O)cccc21 (centres undefined),1,2,-5,-7,0.5,5,-0.6,-4,-6,92
Cc1nc(SCC(=O)Nc2ccc(CN3CCCC3)cc2)c2c(C)c(C)sc2n1,-2,-7,-3,-10,-4.4,7,0.0,-12,-3,110
COc1ccc(C(=O)Nc2sc(C)c(C)c2CN2CC(C)OC(C)C2)cc1 (centres undefined),-3,1,-2,-1,0.4,-5,-0.5,11,-2,101
Fc1cnc(N2CCc3ccccc32)nc1N1CCc2ccccc21,-5,-1,7,-9,-1.2,1,0.2,28,3,94
COc1ccc(-c2nnc(SCC(=O)N(C)C3CCS(=O)(=O)C3)n2C(C)C)cc1 (centres undefined),-1,-2,.,2,-0.3,0,-1.7,32,-2,94
CC(=O)N1CCc2cc(S(=O)(=O)NCc3ccc(C)cc3)ccc21,0,0,4,-6,0.1,2,1.7,-9,1,.
Cc1cc(C)c(S(N)(=O)=O)c(C)c1N(C)S(=O)(=O)c1ccccc1,-2,3,-6,-9,-1.0,-3,1.1,-6,2,92
Cc1cc(=O)n2nc(N3CCC(C(=O)N4CCN(C)CC4)CC3)sc2n1,0,-2,1,-2,-0.5,37,1.0,4,-1,101
COCCCNC(=S)N/N=C/c1ccc(OC)cc1,.,-4,.,.,-1.4,0,0.9,-11,3,94
CC(C)c1nnc(NC(=O)CCC(=O)NCc2ccccc2Cl)s1,1,2,-3,-7,-1.3,-3,1.5,-3,-1,100
CC(=O)C1C(c2ccc(F)cc2)NC(=O)NC1(O)C(F)(F)F (centres undefined),-1,-1,-2,-23,1.1,-3,-0.1,3,-2,97
CCn1nc(C)c(NC(=O)/C=C/c2cnn(C)c2)c1C,1,-1,-3,-6,0.0,0,0.6,1,-2,113
O=C(Nc1ccccc1)Nc1nc(-c2ccc(F)c(F)c2)cs1,-1,0,2,-8,1.1,-6,0.0,-8,1,118
Nc1nonc1C(=O)NCCNC(=O)c1cccc(Cl)c1,0,8,-5,-1,-2.1,3,-1.0,6,-1,109
CCNc1nc(Oc2ccc(=O)[nH]n2)nc(SC)n1,-1,-3,.,-2,0.3,-3,-1.1,8,3,96
Cc1cc(C(=O)OCC(=O)Nc2ccc(F)cc2)c(C)o1,-3,3,-4,-11,-2.0,1,1.4,8,4,.
Cn1c(N)c(C(=O)CSc2nnc(-c3c[nH]c4ccccc34)n2C2CC2)c(=O)[nH]c1=O,0,1,0,-7,-0.7,0,-0.4,-9,-6,.
O=C(Nc1ccc(C(=O)N2CCCC2)cc1)c1ccccc1[N+](=O)[O-],-2,1,10,-7,0.4,-5,-0.5,-15,4,96
CCOC(=O)c1cc2ccc3ccccc3c2s1,-37,2,0,-19,-0.8,-7,-2.7,9,5,97
COc1cccc(-n2nnc3c(=O)n(C/C=C/c4ccccc4)cnc32)c1,-1,4,-3,-14,0.7,.,-1.9,5,-9,113
CCOC(=O)c1ccc(NCCOC)c([N+](=O)[O-])c1,-2,2,-3,3,-0.5,5,3.6,-2,-6,100
CNC(=S)N/N=C(\C)c1ccccc1,-1,-4,0,1,-0.9,-2,-0.4,37,-4,114
Cc1occc1C(=O)NNC(=S)NCC(C)C,0,-4,1,-5,0.7,2,-0.2,26,-5,101
Cc1ccccc1-c1nc(-c2cccnc2)no1,-12,0,2,6,-2.1,0,0.3,7,2,99
CCOC(=O)c1cc(-c2ccccc2C)nn1Cc1cc(C)no1,-10,-3,-5,-6,-1.4,.,0.5,1,-5,104
O=C(C[n+]1cccc(NC(=O)c2ccccc2)c1)c1ccccc1,-3,-1,-2,0,-0.8,.,-1.2,22,4,104
COc1ccc(S(=O)(=O)Nc2cc3c4c(c2)CCC(=O)N4CCC3)cc1,-1,0,.,-6,-3.4,-1,0.7,6,-1,110
CN(C)c1nc(-c2cccnc2)nc(-c2ccc(Cl)cc2)c1C#N,-2,0,-1,-11,-0.9,1,-2.2,9,-2,101

# In the list so far, these have a Cl atom:
SMILES,DAGLB inhibitor,V-ATPase pHluor,CAL PDZ FP-1,Cardiac RTF inh,CAL PDZ FP-2,NSD2 HMT inh,C-LANA FP,Arrestin-AP2 inh,Keap1 Nrf2 FP,DSG3 Ab inh
CC(C)c1nnc(NC(=O)CCC(=O)NCc2ccccc2Cl)s1,1,2,-3,-7,-1.3,-3,1.5,-3,-1,100
Nc1nonc1C(=O)NCCNC(=O)c1cccc(Cl)c1,0,8,-5,-1,-2.1,3,-1.0,6,-1,109
CN(C)c1nc(-c2cccnc2)nc(-c2ccc(Cl)cc2)c1C#N,-2,0,-1,-11,-0.9,1,-2.2,9,-2,101

# Remaining list, next part:
SMILES,DAGLB inhibitor,V-ATPase pHluor,CAL PDZ FP-1,Cardiac RTF inh,CAL PDZ FP-2,NSD2 HMT inh,C-LANA FP,Arrestin-AP2 inh,Keap1 Nrf2 FP,DSG3 Ab inh
CCc1ccccc1NC(=S)N(CCc1ccncc1)C(C)C,-2,-1,2,-21,-0.5,2,-0.5,10,-5,89
CCCC[C@@H]1C[C@H]1[C@@H](NC(=O)c1ccccc1)c1ccccc1C(F)(F)F,-12,0,0,7,-0.1,.,1.9,-1,5,100
CN(CC(=O)N1CCN(Cc2ccccc2)CC1)C(=O)Cc1ccc(Cl)c(Cl)c1,1,-1,-3,-11,-0.4,-2,-2.5,-4,-1,122
CCOc1ccc(S(=O)(=O)Nc2ccc(C(=O)N(C)CC(=O)Nc3ccc(OC)cc3)cc2)cc1,0,-1,-3,-14,-2.3,0,-0.7,9,4,94
Cc1c(CN2CCC(n3nccc3NC(=O)c3cccc(F)c3)CC2)cnn1C,-1,-1,-1,-4,-1.5,5,-0.3,33,5,106
CCCN(CCC)CCNS(=O)(=O)c1ccc2c(c1)oc(=O)n2C,-1,-2,-4,-3,-0.1,9,-0.5,4,3,102
O=C(NCc1ccc(F)cc1)c1cnc2sccn2c1=O,-2,6,.,-5,0.3,.,-0.4,-2,-3,101
Nc1nc(N2CCN(c3ccc(F)cc3)CC2)n[nH]1,1,2,0,2,0.0,-4,0.7,13,2,99
CCOC(=O)c1cc(CC)sc1NC(=O)c1cc([N+](=O)[O-])ccc1N1CCOCC1,-2,-5,-6,-20,-0.7,-2,-1.1,-2,-3,93
Cn1cc(C2OC(=O)c3ccccc32)c2ccccc21 (centres undefined),2,2,.,-9,-1.4,1,-1.4,7,4,88
Cc1ccc(SCc2cc(=O)[nH]c(/N=C(\N)Nc3ccccc3Sc3ccccc3)n2)cc1,2,-3,-3,-2,-3.4,-2,1.4,35,-2,121
O=C(NCCS(=O)(=O)N1CCN(c2ccccc2)CC1)c1cccs1,0,0,-5,-6,-2.1,1,0.9,19,-1,96
Cc1ccc(SCC(=O)NC2CC2)cc1,1,-2,-6,4,-0.2,6,-0.6,3,-4,.
COc1ccc(-c2cc(C(=O)N3CCN(c4ccccc4O)CC3)c3ccccc3n2)cc1OC,2,-1,-2,-2,-3.4,-1,-0.4,2,2,98
COc1ccc(-c2[nH]ncc2CN(CCO)Cc2cccs2)c(F)c1,2,1,-1,-3,0.6,1,2.3,30,-2,96
O=C1CCCc2ccccc2N1Cc1ccc(Cl)cc1Cl,-4,-2,-1,-1,-0.7,-2,-1.0,3,-4,98
Cc1ccc2c(c1)nc(NCCO)n2C,2,0,14,-11,.,1,-1.4,7,0,90
Cc1[nH]ccc(=O)c1OCc1ccccc1,-1,-2,-5,-8,-0.3,.,0.1,18,1,.
C=CCn1c(SCn2nnc3ccccc3c2=O)nnc1-c1ccc(Cl)cc1,0,4,-7,1,-0.7,.,0.5,2,-1,105
O=C(O)c1cccc(Nc2ncnc3ccccc23)c1,3,1,-2,-6,-0.6,36,-1.2,9,-4,123
COc1ccc(NC(=O)CC(c2ccco2)C(C)C)cc1 (centres undefined),-1,-2,.,-12,-0.8,-1,2.0,-10,-2,101
CC(C)c1ccc(NC(=O)CN2C(=O)NC3(CCCCCCC3)C2=O)cc1,2,-2,-2,0,-0.6,3,2.0,3,4,114
COC(=O)[C@H](NC(=O)c1cc(-c2ccccc2)nc2ccccc12)c1ccccc1,-4,-2,-1,-7,-1.5,.,-1.7,-8,3,130
Cc1ccc(NC(=O)c2cc(C)nc3ccccc23)cc1,0,1,1,-7,-0.8,0,-2.8,-1,7,112
CC(C)(C)c1ccc(S(=O)(=O)N2CCN(C(=O)c3ccc4c(c3)C(=O)N(Cc3ccncc3)C4=O)CC2)cc1,-1,-4,4,2,-1.1,6,.,10,.,100
O=S(OCCN1CCCC1)C(c1ccccc1)c1ccccc1 (centres undefined),-1,-5,.,5,-1.0,3,1.2,34,0,91
CS(=O)(=O)N(CC(=O)NCc1cccnc1)Cc1ccc(Cl)cc1,1,2,-1,-5,-0.8,-1,0.7,-3,-7,97
CC(N1CCOC1=O)S(=O)(=O)c1ccccc1 (centres undefined),-5,3,-2,5,-1.5,4,0.4,2,-3,.
O=C(c1cc(F)cc2c1OCOC2)N1CCN(c2ccc(F)cc2)CC1,1,-2,3,-3,0.0,-3,3.6,-8,-4,118
COC1c2ccccc2C(=O)N1Cc1ccc(F)cc1 (centres undefined),-2,-1,-1,2,.,0,1.4,61*,0,104
CN1CCN(c2nc(-c3ccccc3)c3cc(Cl)ccc3n2)CC1,-1,-2,.,-8,-0.3,4,-0.2,6,-4,94
CCc1cc2c(SCc3nc4sc(C(C)=O)c(C)c4c(=O)[nH]3)ncnc2s1,1,0,-4,-2,-2.6,.,9.5,21,-2,87
O=C(c1ccccc1)N1CCN(c2ccc([N+](=O)[O-])c(N3CCOCC3)c2)CC1,2,-3,4,13,0.0,3,0.2,4,2,100
COc1cc2ccc(-c3ccc4ccccc4n3)cc2cc1OC,-7,2,.,.,.,-1,.,.,.,103
CC(C)CCC1=NN(C(=O)c2ccco2)C(O)(C(F)(F)F)C1 (centres undefined),-5,2,-2,0,-0.7,-4,1.7,9,-1,97
C=C(C)Cn1c(N2CCN(c3ccc(OC)cc3)CC2)nc2c1c(=O)n(C)c(=O)n2C,-2,-1,3,-2,0.7,3,0.3,-3,-7,110
CSCCC(NS(=O)(=O)c1ccc2c(c1)oc(=O)n2C)C(=O)NC1CCCCC1 (centres undefined),2,1,-2,-12,-0.7,.,-0.9,8,0,108
